# MrgX1 allo act: positive allosteric modulators of MrgX1, primary screen, HEK293 cells, Fluo-4 calcium flux; Mas-related G-protein coupled receptor member X1 (Homo sapiens), Q96LB2; FDSS; active compounds read high; B-score at 10 µM; actives 0.63% (n = 310,000); AID 588675, 2011;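 active = plate-corrected calcium response at least 3 library SD above typical, normal starting fluorescence, not activating the receptor alone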;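 also: compound read alongside a low EC10 to EC30 dose of BAM8-22 agonist; peak minus trough fluorescence over baseline measured at the second addition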
# MrgX1 ag: agonists of human MrgX1 receptor, primary screen, HEK293 cells, Fluo-4 calcium flux; Mas-related G-protein coupled receptor member X1 (Homo sapiens), Q96LB2; Fluo-4 calcium fluorescence, agonist mode; active compounds read high; B-score at 10 µM; actives 0.44% (n = 310,000); AID 588627, 2011;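 active = calcium response B-score plate-corrected fluorescence ratio at least 3 library SD, with starting fluorescence B-score inside 5 SD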
#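 times = overnight plating, then 30 min 37 °C plus 30 min room-temperature dye loading | assay system = stable human MrgX1 HEK293 cell line | input = fifteen thousand cells per well | signal = kinetic calcium dye fluorescence, Fluo-4 NW | dosing = compound delivered in addition one of three | read-out = B-scored fluorescence response ratio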
# ANO1 block: TMEM16A chloride channel inhibitors, primary screen, cell-based, HTS; HEK293 TMEM16A/YFP iodide influx fluorescence, ionomycin; normalized B-score (activity score, 25-100; higher = stronger inhibition) at 10 µM; actives 1.2% (n = 310,000); Anoctamin-1 (Mus musculus), Q8BHY3;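 active = ratio plate-corrected score three or more library SD toward inhibition, starting fluorescence score within five deviations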;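 also: score derived from kinetic fluorescence span divided by baseline fluorescence per well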
# Target sequence (Q8BHY3 whole entry, looked up): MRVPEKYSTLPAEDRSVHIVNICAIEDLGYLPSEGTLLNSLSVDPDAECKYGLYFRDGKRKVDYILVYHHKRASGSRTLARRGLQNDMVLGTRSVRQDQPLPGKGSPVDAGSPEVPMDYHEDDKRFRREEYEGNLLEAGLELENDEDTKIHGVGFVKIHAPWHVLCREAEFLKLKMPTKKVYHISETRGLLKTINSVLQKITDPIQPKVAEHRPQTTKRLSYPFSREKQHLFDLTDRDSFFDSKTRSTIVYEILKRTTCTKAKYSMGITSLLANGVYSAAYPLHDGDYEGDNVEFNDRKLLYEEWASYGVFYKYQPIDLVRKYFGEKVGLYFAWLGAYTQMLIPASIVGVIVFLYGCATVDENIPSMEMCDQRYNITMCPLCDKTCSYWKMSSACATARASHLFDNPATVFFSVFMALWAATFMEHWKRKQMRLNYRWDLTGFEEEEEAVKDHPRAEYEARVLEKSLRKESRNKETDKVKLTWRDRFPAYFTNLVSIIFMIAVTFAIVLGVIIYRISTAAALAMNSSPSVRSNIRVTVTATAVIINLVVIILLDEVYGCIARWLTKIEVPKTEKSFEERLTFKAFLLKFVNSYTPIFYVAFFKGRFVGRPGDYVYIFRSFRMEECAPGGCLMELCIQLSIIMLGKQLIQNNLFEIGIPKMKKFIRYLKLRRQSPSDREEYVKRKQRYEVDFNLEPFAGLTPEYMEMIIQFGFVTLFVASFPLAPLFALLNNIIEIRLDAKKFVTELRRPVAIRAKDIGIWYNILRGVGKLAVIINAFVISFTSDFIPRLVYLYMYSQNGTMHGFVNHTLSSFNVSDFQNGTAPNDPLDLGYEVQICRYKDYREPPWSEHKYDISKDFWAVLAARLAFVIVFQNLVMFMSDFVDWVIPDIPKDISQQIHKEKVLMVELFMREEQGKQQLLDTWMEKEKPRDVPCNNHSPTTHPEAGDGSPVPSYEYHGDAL
# TRPC6 inhibitor: mouse TRPC6 channel inhibitors, primary screen, cell-based, HEK293, membrane potential dye; Short transient receptor potential channel 6 (Mus musculus), Q61143; ACh-evoked depolarization; active compounds read low; B-score at 10 µM; actives 1.1% (n = 310,000);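 active = B-score under library mean minus 3 SD, initial fluorescence not abnormally high, positive integrated signal ratio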;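 also: B-score derived from integrated fluorescence ratio over the kinetic read; more negative B-score means stronger inhibition of depolarization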
# MrgX1 antag: antagonists of human MrgX1 receptor, primary screen, HEK293 cells, Fluo-4 calcium flux; Mas-related G-protein coupled receptor member X1 (Homo sapiens), Q96LB2; BAM8-22 antagonism; active compounds read low; B-score at 10 µM; actives 1.3% (n = 310,000); AID 588676, 2011;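 active = calcium-response B-score plate-corrected more than 3 library SD below zero, starting fluorescence within 5 deviations, no agonist response on first addition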;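 also: peak minus trough fluorescence over baseline after final BAM8-22 challenge near maximal dose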
# TRPC4 inh: inhibitors of mouse TRPC4 channel, primary screen, Fluo4 calcium, HEK293 TRPC4beta/mu-opioid cells; actives 0.39% (n = 300,000); Short transient receptor potential channel 4 (Mus musculus), Q9QUQ5; B-score at 10 µM; DAMGO-evoked Fluo4 calcium flux; active compounds read low;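 active = B-score over 3 SD under the library average, no early fluorescence shift, positive overall ratio signal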
#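 Assay system: HEK293 cells with stable TRPC4beta plus mu-opioid receptor expression. Dosing: single dose. Measured by: Fluo4 Ca2+ flux fluorescence. Also added: DAMGO in two steps, submaximal then maximal. Read-out: B score from integrated Fluo4 fluorescence ratio.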
# SKKanGAS inh: S. pyogenes SKKanGAS growth inhibitors in kanamycin, primary screen, streptokinase expression inhibitor project, SKKanGAS strain, BacTiter-Glo luminescence | 6 h | inhibition, % at 7.5 µM | actives 1.3% (n = 300,000) | AID 1662, 2009;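 active = mean replicate score, as percent of positive control median, at least 50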;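 also: strain carries kanamycin resistance gene driven by streptokinase promoter and grows in 40 µg/ml kanamycin; loss of luminescence reflects streptokinase promoter inhibition or plain growth inhibition; 0% = median of DMSO wells and 100% = positive control at its reference dose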
# TRPC4 PAM: positive allosteric modulators of TRPC4, primary screen, cell-based, mouse TRPC4beta, HEK293 mu-opioid, Fluo-4 calcium; B-score at 10 µM; actives 0.42% (n = 310,000); AID 2227, 2009; Short transient receptor potential channel 4 (Mus musculus), Q9QUQ5; DAMGO EC20, Fluo-4 Ca2+ flux; active compounds read high;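 active = B-score of calcium response area above 5 SD of library B-scores, with initial fluorescence ratio within 5 SD of library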;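 also: B-score of integrated fluorescence ratio over time as area under calcium response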
# TRPC6 activator: mouse TRPC6 channel activators, primary screen, cell-based, HEK293, membrane potential dye. Short transient receptor potential channel 6 (Mus musculus), Q61143. actives 0.13% (n = 310,000). B-score at 10 µM. HEK293-TRPC6 membrane potential dye fluorescence; active compounds read high. AID 2550, 2010;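 active = B-score of the integrated fluorescence ratio above library mean plus 3 SD, and starting fluorescence ratio within library mean plus 5 SD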;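 also: higher score means more depolarization so channel activation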
# ANO1 activ: TMEM16A chloride channel activators or potentiators, primary screen, cell-based, HTS; HEK293 TMEM16A/YFP-H148Q/I152L, iodide quench fluorescence; active compounds read low; actives 0.3% (n = 340,000); B-score at 10 µM; AID 623877, 2012;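 active = fluorescence-ratio B-score plate-corrected deviation score at least 3 library SD below zero, with starting fluorescence score within 5 deviations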;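 also: channel opened by trigger with iodide after compound preincubation; score built on the fluorescence ratio of max minus min over baseline; more negative score means more quench and so TMEM16A activation or potentiation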
# TRPC4 agonist: activators of mouse TRPC4 channel, primary screen, Fluo4 calcium, HEK293 TRPC4beta/mu-opioid cells; Short transient receptor potential channel 4 (Mus musculus), Q9QUQ5; Fluo4 calcium fluorescence; active compounds read high; B-score at 10 µM; actives 0.49% (n = 310,000); AID 2237, 2010;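 active = B-score above 5 SD of library B-scores, and initial fluorescence ratio not above library mean plus 5 SD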;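 also: positive B-score marks a calcium rise read as TRPC4 activation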
#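 System: HEK293 cells stably co-expressing mouse TRPC4beta and mu-opioid receptor; Schedule: Fluo4 dye loading 45 min at room temperature, 110 s recording; Detection: Fluo4 fluorescence, kinetic; Evaluation: B-scored integrated calcium fluorescence ratio; Controls: buffer (low) and maximal DAMGO (high).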
# Starred values were filed as active, the others as inactive; i = inactive; / = not tested or not shown. Outcome played no part in choosing rows (roughly 6.7% active in at least one column).
SMILES,MrgX1 allo act,MrgX1 ag,ANO1 block,TRPC6 inhibitor,MrgX1 antag,TRPC4 inh,SKKanGAS inh,TRPC4 PAM,TRPC6 activator,ANO1 activ,TRPC4 agonist
CCOC(=O)CCCCCN(Cc1ccccc1)S(=O)(=O)c1ccc([N+](=O)[O-])cc1,i,i,i,i,i,i,2.8,i,i,i,i
COC(=O)c1c(NC(=O)COC(=O)CCNS(=O)(=O)c2ccc(NC(C)=O)cc2)sc(C)c1C,i,i,i,i,i,i,8.9,i,i,i,i
COc1ccc(/C=C/C(=O)Nc2ccc(S(=O)(=O)Nc3onc(C)c3C)cc2)cc1OC,i,i,i,i,i,i,16.0,i,i,i,i
O=C(CC1C(=O)NCCN1Cc1ccc(-c2ccccc2)cc1)NCC1CCOCC1 (stereo not given),i,i,i,i,i,i,6.8,i,i,i,i
O=C(CSc1ccccn1)Nc1ccc2c(c1)OCO2,i,i,i,i,i,i,3.6,i,i,i,i
Cc1cc(F)ccc1NC(=S)NC1CCCC1,i,i,i,i,i,i,13.5,i,i,i,i
COc1ccc(CNC(=S)Nc2ccccc2C)cc1,i,i,i,i,i,i,-3.0,i,i,i,i
CCOC(=O)c1cnn(CCOC(=O)c2ccccc2F)c1NC(=O)c1ccccc1F,i,i,i,i,i,i,-5.4,i,i,i,i
CCOC(=O)c1ccc(NCC(O)COc2ccccc2)cc1 (stereo not given),i,i,i,i,i,i,-10.4,i,i,i,i
C(=N\Nc1nc2ccccc2[nH]1)/c1cccc2cccnc12,i,i,i,i,i,i,38.5,i,i,i,i
CCOc1ncccc1C(=O)Nc1ccc(F)cc1,i,i,i,i,i,i,1.7,i,i,i,i
CC(C)(O)C#Cc1ccc(C(=O)N2CCC(C(N)=O)(N3CCCCC3)CC2)cc1,i,i,i,i,i,i,-0.6,i,i,i,i
CCCOc1ccc(-c2c(C(=O)N/N=C(\C)c3ccco3)nnn2-c2nonc2N)cc1,i,i,i,i,i,i,1.5,i,i,i,i
C=CCNC(=S)NN=C1CCCCCCC1,i,i,i,i,i,i,0.2,i,i,i,i
Cc1cc(C(=O)NCc2cccs2)ccc1[N+](=O)[O-],i,i,i,i,i,i,2.3,i,i,i,i
N#Cc1c(-c2ccc(C(F)(F)F)cc2)cc(-c2ccccc2)[nH]c1=S,i,i,i,i,i,i,3.1,i,i,i,i
CCOc1ccccc1N1CCN(C(=O)C2c3ccccc3Oc3ccccc32)CC1,i,i,i,i,i,i,13.7,i,i,i,i
N#C/C(=C\c1cn(-c2ccccc2)nc1-c1cc2ccccc2o1)c1nc2ccccc2[nH]1,i,i,i,i,i,i,6.7,i,i,i,i
COC(=O)c1cc(S(=O)(=O)Nc2ccsc2C(=O)OC)oc1C,i,i,i,i,i,i,4.6,i,i,i,i
C[C@@H]1CC[C@@]23COC(=O)C2=CCC[C@@H]3[C@@]1(C)CC/C(=C/CO)CO,i,i,i,/,i,/,/,/,/,i,/
O=C(NCc1cccs1)C1CCN(S(=O)(=O)c2ccc(Cl)cc2)CC1,i,i,i,i,i,i,7.1,i,i,i,i
O=C(Oc1oc(-c2ccco2)nc1C=Nc1ccc(Cl)cc1)c1ccco1,i,i,i,i,i,i,-14.5,i,i,i,i
CN1C(=S)N(c2ccccc2)C(=O)/C1=C/c1ccco1,i,i,i,i,i,i,-3.3,i,i,i,i
Cc1ccc(-c2cc(C(F)(F)F)nn2-c2ccc(S(N)(=O)=O)cc2)cc1,i,i,i,i,i,i,1.5,i,i,i,i
C/C(=N/NC(=O)CNC(=O)c1ccccn1)c1cccc([N+](=O)[O-])c1,i,i,i,i,i,i,-4.1,i,i,i,i
CCCn1c(=O)c(C(=O)NCc2ccccn2)c(O)c2ccccc21,i,i,i,/,i,/,/,/,/,i,/
CN=C(Nc1cccc(OC)c1)SC1CC(=O)N(c2ccc(C(=O)O)cc2)C1=O (stereo not given),i,i,i,i,i,i,3.8,i,i,i,i
COc1ccc(CC(=O)Nc2nc3ccc(F)cc3s2)cc1S(=O)(=O)N1CCOCC1,i,i,i,i,i,i,-0.6,i,i,i,i
CC(C)c1ccc(NC2CCCN(C(=O)CCc3cn[nH]c3)C2)cc1 (stereo not given),i,i,i,i,i,i,7.4,i,i,i,i
COc1ccccc1C(=O)C1CCCN(C(=O)CN2CCCCC2=O)C1 (stereo not given),i,i,i,i,i,i,-1.4,i,i,i,i

# Quoted from the listing.
# CN1C(=S)N(c2ccccc2)C(=O)/C1=C/c1ccco1 in SKKanGAS inh shows -3.3
# Cc1ccc(-c2cc(C(F)(F)F)nn2-c2ccc(S(N)(=O)=O)cc2)cc1 in SKKanGAS inh shows 1.5

# Next part:
SMILES,MrgX1 allo act,MrgX1 ag,ANO1 block,TRPC6 inhibitor,MrgX1 antag,TRPC4 inh,SKKanGAS inh,TRPC4 PAM,TRPC6 activator,ANO1 activ,TRPC4 agonist
COc1ccccc1NC(=S)N(Cc1ccco1)Cc1cc2cc(C)cc(C)c2[nH]c1=O,i,i,i,i,i,i,17.7,i,i,i,i
COC(=O)c1cn(NC(=O)Cn2nc([N+](=O)[O-])c(Br)c2C)c(=O)c2ccccc12,i,i,i,i,i,i,6.7,i,i,i,i
Cc1cc(C)cc(OCC(=O)Nc2ccc(F)cc2)c1,i,i,i,i,i,i,5.6,i,i,i,i
COC(=O)C1C(O)C(C)C(O)C(C)(O)/C=C\C=C(/C)C(=O)Nc2c(C)c(OC(C)=O)c3c(c2O)C(=O)C(C)=C2OCOC(=C23)/C(C)=C/C(C)(O)C(O)C(C)C1O (stereo not given),i,i,i,i,i,i,18.5,i,i,i,i
CNC[C@H](O)c1cccc(O)c1,i,i,i,i,i,i,-2.4,i,i,i,52*
CC(=O)Nc1ccc(C(=O)OCc2ccccc2Cl)cc1,i,i,i,i,i,i,4.1,i,i,i,i
COc1ccc2oc(C(=O)OCC(=O)Nc3ccccc3)c(C)c2c1,i,i,i,i,i,i,-0.9,i,i,i,i
COc1ccc(N(C(C)C(=O)N(C)Cc2ccccc2)S(C)(=O)=O)cc1 (stereo not given),i,i,i,i,i,i,-3.2,i,i,i,i
CC(C)CC(=O)NS(=O)(=O)c1ccc(N)cc1,i,i,i,i,i,i,-0.8,i,i,i,i
O=C(CCSCCc1ccccn1)Nc1ccc(Br)cn1,i,i,i,i,i,i,7.6,i,i,i,i
CC(C)CC(=O)NCCNC(=O)c1cc(OCC(F)(F)F)ccc1OCC(F)(F)F,i,i,i,i,i,i,-8.6,i,i,i,i
O=C(COc1ccccc1)NCCn1ccc2ccccc21,i,i,i,i,i,i,-4.0,i,i,i,i
Cc1cc(CNCc2c(C(=O)N3CCCCCCC3)nc3ccc(Cl)cn23)nn1C,i,i,i,i,i,i,-1.9,i,i,i,i
O=C1NCCN1C(=O)C12CC3CC(CC(C3)C1)C2,i,i,i,i,i,i,14.2,i,i,i,i
COc1ccc(CCNC(=O)CNC(=O)c2ccccc2Br)cc1OC,i,i,i,i,i,i,12.2,i,i,i,i

# Exported as tab-separated lines: six of the compounds above.
SMILES	MrgX1 allo act	MrgX1 ag	ANO1 block	TRPC6 inhibitor	MrgX1 antag	TRPC4 inh	SKKanGAS inh	TRPC4 PAM	TRPC6 activator	ANO1 activ	TRPC4 agonist
COC(=O)c1cn(NC(=O)Cn2nc([N+](=O)[O-])c(Br)c2C)c(=O)c2ccccc12	i	i	i	i	i	i	6.7	i	i	i	i
Cc1cc(C)cc(OCC(=O)Nc2ccc(F)cc2)c1	i	i	i	i	i	i	5.6	i	i	i	i
COC(=O)C1C(O)C(C)C(O)C(C)(O)/C=C\C=C(/C)C(=O)Nc2c(C)c(OC(C)=O)c3c(c2O)C(=O)C(C)=C2OCOC(=C23)/C(C)=C/C(C)(O)C(O)C(C)C1O (stereo not given)	i	i	i	i	i	i	18.5	i	i	i	i
CNC[C@H](O)c1cccc(O)c1	i	i	i	i	i	i	-2.4	i	i	i	52*
CC(=O)Nc1ccc(C(=O)OCc2ccccc2Cl)cc1	i	i	i	i	i	i	4.1	i	i	i	i
COc1ccc2oc(C(=O)OCC(=O)Nc3ccccc3)c(C)c2c1	i	i	i	i	i	i	-0.9	i	i	i	i

# Continuation:
SMILES,MrgX1 allo act,MrgX1 ag,ANO1 block,TRPC6 inhibitor,MrgX1 antag,TRPC4 inh,SKKanGAS inh,TRPC4 PAM,TRPC6 activator,ANO1 activ,TRPC4 agonist
O=C(CSc1ccccc1)Nc1ccc2c(c1)OCCO2,i,i,i,i,i,i,0.0,i,i,i,i
COc1ccc(C(=O)NCC(=O)N2CCN(C(=O)c3ccco3)CC2)cc1,i,i,i,i,i,i,5.4,i,i,i,i
CC(C)(C)OC(=O)NCCCCCO,i,i,i,/,i,/,/,/,/,i,/
Cc1ccc(SC/C(O)=C(\C#N)c2nc3ccccc3n2C)cc1,i,i,i,i,i,i,35.2,i,i,i,i
Cc1ccc(S(=O)(=O)N2CCN(C(=O)C3CCN(C(=O)c4ccccc4C)CC3)CC2)cc1C,i,i,i,i,i,i,-3.3,i,i,i,i
COc1ccnc(CSC(N)=Nc2cccc(C(F)(F)F)c2)c1,i,i,i,i,i,i,-4.6,i,i,i,i
CCCCNC(=O)COC(=O)c1ccc(Cl)c(S(N)(=O)=O)c1,i,i,i,/,i,/,/,/,/,i,/
COc1cc(/C=N/NC(=O)c2nonc2N)cc(OC)c1OC,i,i,i,i,i,i,4.8,i,i,i,i

# Screening results: PubChem, several laboratories
